SENP7 block: SENP7 protease inhibitors, primary screen, biochemical, luminescence, uHTS; Sentrin-specific protease 7 (Homo sapiens), Q9BQF6; recombinant SENP7, Z-RLRGG-aminoluciferin luminescence, 40 min; inhibition, % at 5 µM; actives 1.5% (n = 330,000); AID 434973, 2010;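 active means inhibition above about 50% at the single test dose, limit read from the data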;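 further: plate controls were DMSO with enzyme for no effect and no enzyme buffer wells for full effect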
SENP8 block-1: SENP8 protease inhibitors, primary screen, biochemical, luminescence. Sentrin-specific protease 8 (Homo sapiens), Q96LD8. purified SENP8, Z-RLRGG-aminoluciferin cleavage. inhibition, % at 10 µM. actives 1.2% (n = 330,000). AID 2540, 2010; in the data active means inhibition above about 50%
SENP1 FRET inh: human SENP1 catalytic domain inhibitors, primary screen, biochemical, FRET, uHTS. Sentrin-specific protease 1 (Homo sapiens), Q9P0U3. recombinant SENP1 catalytic domain, CyPet-SUMO1-YPet FRET cleavage. inhibition, % at 10 µM. actives 0.21% (n = 360,000). AID 624204, 2012;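 active means inhibition at least 30% at 10 µM, raw YFP signal under a set limit, fluorescence ratio 0.5 to 1.5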;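 further: 0% = enzyme with DMSO and 100% = no enzyme wells; some results filed as inactive read as strong as hits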
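Test system: human SENP1 catalytic domain; medium: Tris pH 8 buffer plus EDTA, NaCl, BME, BSA, NP40, catalase; incubation: 50 min reaction at room temperature; technique: FRET, CFP and YFP emission; controls: no-enzyme low control and enzyme-plus-DMSO high control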
PfG6PD inh: PfG6PD enzyme inhibitors, primary screen, biochemical, fluorescence intensity, uHTS. PfGluPho enzyme, NADPH resazurin-diaphorase fluorescence. actives 0.78% (n = 350,000). glucose-6-phosphate dehydrogenase-6-phosphogluconolactonase (Plasmodium falciparum 3D7). inhibition, % at 20 µM. AID 504690, 2011;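 active means inhibition reaching at least a set limit at 20 µM in the primary screen, cut at about 59% in these data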;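 further: 0% = DMSO wells with substrate and 100% = DMSO wells lacking glucose-6-phosphate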
HKDC1 inh: HKDC1 hexokinase inhibitors, primary screen, biochemical, fluorescence, uHTS; inhibition, % at 20 µM; recombinant HKDC1, G6PDH/diaphorase resazurin coupled fluorescence; AID 493160, 2011; Q2TB90; actives 0.16% (n = 340,000);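 active means inhibition above about 35% when tested at 20 µM, limit read from the data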;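 further: plate controls were DMSO wells with enzyme for no effect and DMSO wells lacking enzyme for full effect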
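Assay system: in-house recombinant HK5 (HKDC1) enzyme. Input: HKDC1 at 5 µg/mL. Medium: Tris pH 8.0 buffer with MgCl2, Tween-20, BSA, BME. Dosing: single 20 µM dose. Schedule: 90 min reaction incubation at room temperature, dark. Signal: resazurin-to-resorufin fluorescence via G6PDH and diaphorase coupling, 525/613 nm. Controls: DMSO-enzyme wells negative, buffer-substituted wells positive.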
Apaf-1 inh: inhibitors of human Apaf-1 apoptosome, primary screen, biochemical, DEVD-Rh110 fluorescence, uHTS; inhibition, % at 20 µM; reconstituted apoptosome caspase-3 activity; Apoptotic protease-activating factor 1 (Homo sapiens), O14727; actives 0.71% (n = 330,000); active means inhibition of at least 40% at 20 µM;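 further: plate controls were DMSO wells for no effect and DEVD-CHO caspase inhibitor wells for full effect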
Target sequence (O14727 whole entry, looked up): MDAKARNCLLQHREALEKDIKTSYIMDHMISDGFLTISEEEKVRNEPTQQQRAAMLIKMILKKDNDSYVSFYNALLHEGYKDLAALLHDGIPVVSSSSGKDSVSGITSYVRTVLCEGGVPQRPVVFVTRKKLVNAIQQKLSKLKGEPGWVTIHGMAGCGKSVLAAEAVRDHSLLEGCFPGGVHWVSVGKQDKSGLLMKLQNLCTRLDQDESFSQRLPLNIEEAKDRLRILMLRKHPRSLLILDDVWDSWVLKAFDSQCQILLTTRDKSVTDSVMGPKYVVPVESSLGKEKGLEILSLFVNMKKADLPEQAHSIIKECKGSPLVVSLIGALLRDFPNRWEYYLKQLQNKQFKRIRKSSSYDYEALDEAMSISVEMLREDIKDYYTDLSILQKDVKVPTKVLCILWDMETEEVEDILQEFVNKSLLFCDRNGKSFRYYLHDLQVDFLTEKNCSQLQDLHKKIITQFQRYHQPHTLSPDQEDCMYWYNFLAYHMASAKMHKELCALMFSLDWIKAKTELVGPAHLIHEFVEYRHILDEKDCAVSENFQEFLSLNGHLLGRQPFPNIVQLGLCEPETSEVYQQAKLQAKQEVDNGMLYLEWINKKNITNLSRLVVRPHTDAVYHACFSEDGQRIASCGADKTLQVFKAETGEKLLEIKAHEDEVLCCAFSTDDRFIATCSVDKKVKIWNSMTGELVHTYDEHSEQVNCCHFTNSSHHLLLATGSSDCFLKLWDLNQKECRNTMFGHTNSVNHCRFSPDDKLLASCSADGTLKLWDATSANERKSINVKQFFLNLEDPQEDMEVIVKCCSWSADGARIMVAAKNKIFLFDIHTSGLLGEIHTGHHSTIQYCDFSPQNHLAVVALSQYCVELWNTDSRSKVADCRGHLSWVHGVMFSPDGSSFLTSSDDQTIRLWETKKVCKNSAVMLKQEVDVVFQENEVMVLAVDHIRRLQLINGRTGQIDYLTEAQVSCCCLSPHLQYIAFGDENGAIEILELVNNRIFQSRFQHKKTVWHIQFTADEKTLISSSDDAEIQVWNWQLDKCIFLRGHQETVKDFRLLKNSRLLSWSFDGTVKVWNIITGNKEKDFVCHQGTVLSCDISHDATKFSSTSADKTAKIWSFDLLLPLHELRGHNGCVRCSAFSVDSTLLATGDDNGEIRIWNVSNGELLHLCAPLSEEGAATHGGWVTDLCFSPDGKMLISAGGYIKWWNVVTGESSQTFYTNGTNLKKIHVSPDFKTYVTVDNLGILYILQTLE
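Material: reconstituted apoptosome with Apaf-1, cytochrome c, caspase-9, procaspase-3, dATP / Buffer or medium: pH 7.5 Hepes buffer with CHAPS, BSA, DTT / Also added: cytochrome c with DEVD-Rh110 / Schedule: compound with Apaf-1, dATP, procaspase-3 30 min, then 50 min reaction, room temperature / Technique: rhodamine 110 fluorescence at Ex 480/Em 540 nm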
NLRP3 yeast inh: NALP3 inflammasome inhibitors in reconstituted yeast, primary screen, luminescence, uHTS | Yeast reconstituted NLRP3/ASC/caspase-1, beta-gal luminescence, 24 h | inhibition, % at 10 µM | actives 0.39% (n = 330,000);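 active means inhibition of 50% or more; inactive means inhibition below 50%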;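 further: plate controls were induced DMSO wells for no effect and uninduced yeast grown without galactose for full effect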
SENP6 inh: SENP6 protease inhibitors, primary screen, biochemical, luminescence, uHTS. inhibition, % at 10 µM. Recombinant SENP6 catalytic domain, aminoluciferin luminescence. Sentrin-specific protease 6 (Homo sapiens), Q9GZR1. actives 1.8% (n = 330,000). AID 2599, 2010;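 active means inhibition above about 50% at the single tested dose, limit read from the data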;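 further: plate controls were DMSO wells with enzyme for no effect and DMSO wells lacking enzyme for full effect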
SENP8 block-2: human SENP8 protease inhibitors, primary screen, biochemical, fluorescence, Nedd8 protein substrate, uHTS. Sentrin-specific protease 8 (Homo sapiens), Q96LD8. recombinant SENP8. inhibition, % at 20 µM. actives 0.64% (n = 360,000). AID 602440, 2012; in the data active means inhibition mostly above about 40%, no sharp cut-off; inactive means mostly below about 27%
Starred values were filed as active, the others as inactive; . = no result given.

SMILES	SENP7 block	SENP8 block-1	SENP1 FRET inh	PfG6PD inh	HKDC1 inh	Apaf-1 inh	NLRP3 yeast inh	SENP6 inh	SENP8 block-2
COc1ccc(-n2nc(N)c3c(=O)oc(N(C)C)nc32)cc1	8	10	3	-6	-8	4	-16	10	16
COc1cccc(Nc2ccc(N3CCCCC3)cc2)c1OC	-11	3	90*	47	10	20	21	7	-35
CCCn1c(=O)c2c(c3ccccc31)OC(C)C(=O)N2 (stereo not drawn)	11	-11	-1	-11	2	-2	6	-16	9
O=C(NC1CCCCC1)c1ccc(S(=O)(=O)c2ccccc2Cl)c([N+](=O)[O-])c1	8	-13	.	.	.	4	-2	-18	.
Cc1cc(OC(=O)CNC(=O)OC(C)(C)C)c2c(C)cc(=O)oc2c1	-9	-11	4	3	-7	13	-7	0	-8
O=c1[nH]c2ccccc2nc1/C=C(\O)c1cccs1	4	18	-28	-3	-1	-2	3	38	-233
O=C(NCc1ccccc1)c1ccc(CN2CCC(Cc3ccccc3)CC2)cc1	11	0	0	4	-2	15	28	-6	10
Cc1ccc(N(C(=O)CNC(=O)c2ccco2)C(C(=O)NC2CCCC2)c2cccnc2)cc1 (stereo not drawn)	0	-5	0	-12	-6	-12	-8	-25	9
O=C(Nc1cc(F)ccc1F)N1CCN(c2ccnc3cc(Cl)ccc23)CC1	-8	-1	0	8	0	-4	33	1	-52
C/C(=N\n1cnnc1)c1ccc(C#N)cc1	-2	-10	1	13	-14	1	20	-1	13
Cc1cc(C)c(NC(=S)N(Cc2cccnc2)Cc2ccco2)c(C)c1	-14	-7	2	-3	-11	10	-7	-5	-2
COc1ccc(NC(=O)CSCC(=O)N(C)Cc2ccc(Cl)c(Cl)c2)cc1	-6	-9	2	13	7	26	14	-5	9
COc1ccc(CC(=O)Nc2ccc(-c3noc(-c4ccccc4OC)n3)cc2)cc1	-5	-13	1	8	3	-2	10	-4	-4
COc1ccc(Nc2cc(Nc3ccc(OC)cc3)ncn2)cc1	2	7	0	-24	2	1	22	7	8
CCc1ccccc1Nc1nc(N)nc(CSCC(=O)Nc2ccc(C)c(C)c2)n1	-8	-11	1	6	-2	9	10	1	9
O=C(Nc1ccc(N2CCN(C(=O)c3cccs3)CC2)cc1)c1ccc([N+](=O)[O-])o1	-4	13	3	.	.	8	15	1	30
COc1ccccc1C(=O)NCc1ccco1	-7	-12	-2	-5	-5	5	7	1	0
CCOC(=O)C(=CNc1ccc(Oc2cncc(Cl)c2)nc1)C(=O)OCC	7	3	4	3	-3	-23	15	6	14
COc1ncc(-c2ccc3c(c2)S(=O)(=O)c2cccc(C(=O)NCc4ccco4)c2C3=O)cn1	-2	1	5	11	4	0	12	-14	-5
Cc1ccc(Nc2nc(N)c3ccccc3n2)cc1Cl	98*	97*	-3	13	3	11	55*	97*	-289
CCn1c(=O)n(CC(=O)NCc2ccco2)c(=O)c2ccccc21	-11	-11	0	-5	-4	16	17	-1	8
CCn1c(COc2ccc3c(c2)CCCC3)nnc1SCC(=O)Nc1ccc(C(=O)OC)cc1	1	3	2	-9	-5	-6	16	-2	19
Cc1ccc(S(=O)(=O)CCC(=O)OCC(=O)c2c(N)n(CC(C)C)c(=O)n(C)c2=O)cc1	-13	2	2	-4	-8	0	14	-2	3
Cc1cccc(C(=O)Oc2ccccc2-c2nnco2)c1	-6	-10	2	-3	-5	14	25	7	7
CCOc1cc(/C=C2/SC(=S)N(CC3CCCO3)C2=O)ccc1O (stereo not drawn)	-8	-9	-28	-16	-5	4	13	-9	31
CCOc1cc(N2CCOCC2)c(OCC)cc1NC(=O)C(C)Oc1ccccc1 (stereo not drawn)	7	0	1	54	10	16	19	3	15
NC(=O)c1nn(-c2ccccc2)nc1NC(=O)CN1CCCCC1	-7	-10	-1	-21	2	3	0	-16	4
CC(=O)c1ccc(S(=O)(=O)NC2CC(=O)N(c3ccc4c(c3)OCCO4)C2)cc1 (stereo not drawn)	-7	-4	0	-9	-6	-6	32	-9	12
Nc1ccc(Cl)c[n+]1Cc1cccc2cccnc12	-8	-4	-1	-2	-39	-6	-10	-5	10
N#C/C(=C\c1cc([N+](=O)[O-])c(N2CCOCC2)cc1N1CCOCC1)c1nc2ccccc2[nH]1	-2	-3	-41	4	9	8	20	6	26
Cc1ccc(OCC(=O)N(c2ccccn2)C2CCCCC2)c(C)c1	5	3	0	0	-6	13	9	12	7
O=C(Cc1ccccc1)Nc1cccc(-c2nc3ncccc3o2)c1	-6	-12	0	-13	8	2	5	-12	-365
CCCc1cc(=O)[nH]c(SCC(=O)N2CCc3cc(OC)c(OC)cc3C2)n1	3	-12	0	-28	0	2	1	2	-21
N#CCCn1cc(/C=N/O)c(-c2ccc(F)cc2)n1	14	-1	-1	-5	6	4	17	3	17
COc1cccc(NC(=O)CCNC(=O)C2CCN(S(=O)(=O)c3ccc(F)cc3)CC2)c1	8	-6	2	-13	-2	-18	20	-8	18
N#C/C(Cn1c[n+](NC(=O)Nc2ccccc2)cn1)=N/O	2	1	2	-19	-1	1	-13	7	19
Cc1ccc(S(=O)(=O)N(C)C)cc1NC(=O)COC(=O)c1n[nH]c(=O)c2ccccc12	1	-4	3	-2	-5	-4	0	5	5
CCOc1ccc(C(=O)N[C@H](C(=O)Nc2cccc(S(=O)(=O)N3CCCCC3)c2)C(C)C)cc1	-6	7	2	-2	-6	4	5	7	3
Cc1ccc(CS(=O)Cc2ccc(C(=O)NC3CCCC(C)C3C)o2)cc1 (stereo not drawn)	1	6	-1	0	-4	1	7	15	10
COc1ccc(C)cc1N(CC(=O)NC1CCCC1)C(=O)Cn1nnc(-c2ccc(C)o2)n1	-4	-9	-1	-5	-5	14	-6	-15	22
CC(=O)Nc1ccc(SCC(=O)c2cc(C)ccc2C)cc1	-1	-2	-1	7	1	-5	29	6	2
Cn1c(SCc2ccccc2)nnc1-c1cccs1	-6	-6	2	-9	-12	-3	17	-12	19
NC(=O)CSc1cn(Cc2cccc(F)c2)c2ccccc12	-6	-1	6	0	9	-2	12	3	-1
Cc1cc(OCC(=O)N(C)c2ccccc2)cc2c1C(=O)CC(C)(C)O2	5	-5	0	-5	-5	1	22	-15	29
CC(CNC(=O)C(=O)NC(C)CCc1ccccc1)Cc1ccccc1 (stereo not drawn)	-6	0	0	-11	-14	-1	-13	2	8
Cc1oc2cc(OC(C)C(=O)O)ccc2c(=O)c1Oc1ccccc1 (stereo not drawn)	-4	-11	1	-5	3	-2	18	-17	27
COc1ccc(CN(C)C(=O)c2cccc(NS(=O)(=O)c3ccccc3)c2)c(OC)c1	1	0	0	-24	6	13	9	-18	2
COc1ccc(NC(=O)COc2ccc(N(C)S(=O)(=O)c3ccc(Cl)cc3)cc2)cc1OC	-17	-4	4	13	3	18	21	5	15
COC(=O)c1ccc(NC(=O)C2CC(=O)N(c3cc(C)ccc3C)C2)cc1 (stereo not drawn)	4	6	2	4	-3	-2	5	7	19
c1cncc(-c2nc(-c3ccc4c(c3)OCO4)cs2)c1	69*	50	-2	5	3	11	23	73*	-104
O=C(CSc1nc2nn(-c3ccccc3)c(=O)c-2c2n1CCCCC2)c1ccc(O)c(O)c1	3	1	1	1	13	4	15	0	26
COCc1cc(C)n(CC(=O)Nc2ccc(N3CCOCC3)c(Cl)c2)c(=O)c1C#N	8	2	-1	19	-2	5	7	-32	-23
O=C(CSc1nc2[nH]ncc2c(=O)n1-c1ccccc1)NCc1cccs1	-2	-1	3	-7	0	-5	7	-10	8
O=C(NC1CCCCC1)N1CCCC1	4	3	1	-9	-2	-7	10	-17	16
CCC(C)c1ccc(O)c(NC(=O)c2ncn[nH]2)c1 (stereo not drawn)	-6	-2	1	39	-13	-3	4	-20	2
CCOC(=O)N1CCN(C(=O)c2ccc(Cl)c(S(=O)(=O)N3CCOCC3)c2)CC1	-12	-2	2	6	-2	4	-6	2	11
O=C(COc1cccc(NC(=O)c2cccc([N+](=O)[O-])c2)c1)c1ccc(F)cc1	1	-8	-6	26	7	7	17	-4	18
CNc1nc(N)c(C(=O)C23CC4CC(CC(C4)C2)C3)s1	-1	-1	-1	-13	-7	7	23	6	12
O=C(Cn1c2ccccc2c(=O)c2ccccc21)Nc1cccc(F)c1	12	9	-25	6	-12	-2	-4	11	-376
O=C1CC(C(=O)O)S/C(=N\NC(=O)c2ccc(F)cc2)N1 (stereo not drawn)	4	-1	2	-10	-15	-5	4	0	16
Next records follow:
SMILES	SENP7 block	SENP8 block-1	SENP1 FRET inh	PfG6PD inh	HKDC1 inh	Apaf-1 inh	NLRP3 yeast inh	SENP6 inh	SENP8 block-2
O=C1/C(=C\c2cccnc2)Sc2ccccc21	4	-2	-8	4	16	19	-1	23	-49
CCOC(=O)N1CCC(NC(=O)c2ccc(N3CCC4(CC3)OCCO4)c([N+](=O)[O-])c2)CC1	-6	-6	-1	-11	3	-4	3	6	14
COc1ccccc1NC(=O)NCCc1ccccc1	1	-4	-1	12	-9	-5	13	10	-2
CCOc1ccc(S(=O)(=O)N2CCCC(C(=O)Nc3cccc(C)c3)C2)cc1 (stereo not drawn)	1	0	0	-2	-6	22	2	29	6
O=C(NCc1ccncc1)c1cccc(Cn2cc(Br)cn2)c1	3	3	2	-10	-3	-9	11	-1	9
Cc1ccc(NC(=O)c2ccc(-n3cncn3)c([N+](=O)[O-])c2)cc1	-12	-4	0	49	-3	7	-19	-11	8
CCOC(=O)C1CCCN(S(=O)(=O)c2ccc3c(c2)CC(C)N3C(=O)C2CC2)C1 (stereo not drawn)	-3	4	0	-4	-6	4	8	1	9
COc1ccc(COc2ccsc2C(=O)Nc2ccc(Cl)c(Cl)c2)cc1	-8	-15	2	8	-2	9	24	-13	9
CC(=O)c1cccc(NC(=O)Cn2cnc(S(=O)(=O)N3CCOCC3)c2)c1	2	3	3	3	-6	1	12	-3	10

Arranged by length of the SMILES (high to low): 3 of the compounds above.
SMILES	SENP7 block	SENP8 block-1	SENP1 FRET inh	PfG6PD inh	HKDC1 inh	Apaf-1 inh	NLRP3 yeast inh	SENP6 inh	SENP8 block-2
O=C(NCc1ccncc1)c1cccc(Cn2cc(Br)cn2)c1	3	3	2	-10	-3	-9	11	-1	9
O=C1/C(=C\c2cccnc2)Sc2ccccc21	4	-2	-8	4	16	19	-1	23	-49
COc1ccccc1NC(=O)NCCc1ccccc1	1	-4	-1	12	-9	-5	13	10	-2
